tuberculosis growth = growth inhibition of non-replicating M. tuberculosis (AID 488890); Mycobacterium tuberculosis non-replicating, growth inhibition; higher % means a stronger effect; inhibition, % at 25 µM; hits with a dose series show IC50 in µM; hit rate 0.39% among 320,000; in the data active means a potency from the dose series; inconclusive means inhibition mostly from about 82% at the one dose, without a potency; inactive means the rest, 99 in 100 with inhibition below about 76%;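 further: plate controls were DMSO cells for no effect and high antibiotic wells for full effect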
H1N1 NS1A inhibition = H1N1 influenza NS1A inhibitors, functional cell based assay (AID 504329). hit rate 0.3% among 340,000. NS1A functional cell-based assay, percent inhibition; higher % means a stronger effect. one-dose inhibition, % at 12.5 µM; IC50 in µM for titrated hits; in the data active means a potency from the dose series; inconclusive means inhibition above about 27% without an active follow-up result; further: strong numbers were not always called active
PhoP GFP inhibition = PhoP regulon inhibitors, Salmonella typhi PhoP promoter GFP reporter, confirmatory (AID 1850) | Salmonella Typhi PhoP-promoter GFP reporter, fluorescence, 4 h; higher % means a stronger effect | one-dose inhibition, % at 50 µM; IC50 in µM for titrated hits | hit rate 0.33% among 310,000; in the data active means a potency from the dose series; inconclusive means inhibition mostly from about 25% at the one dose, without a potency; inactive means the rest, 99 in 100 with inhibition below about 19%;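 further: 0% = induced wells with vehicle and 100% = uninduced wells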
VEEV TC-83 Vero = inhibitors of VEEV TC-83 cytopathic effect, confirmation, Vero cells (AID 588727); one-dose inhibition, % at 20 µM; IC50 in µM for titrated hits; Vero cells, VEEV TC-83 cytopathic effect inhibition; higher % means a stronger effect; hit rate 0.13% among 350,000; in the data active means a potency from the dose series; inconclusive means inhibition mostly from about 14% at the one dose, without a potency; inactive means the rest, 99 in 100 with inhibition below about 12%; further: strong numbers were not always called active
M. tuberculosis HTS = M. tuberculosis growth inhibition, HTS (AID 449762); M. tuberculosis H37Rv growth inhibition, 7H9 media; higher % means a stronger effect; one-dose inhibition, % at 25 µM; IC50 in µM for titrated hits; hit rate 0.59% among 330,000; in the data active means a potency from the dose series; inconclusive means inhibition above about 70% without an active follow-up result;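 further: bacterial growth assessed after seven days of incubation; strong numbers were not always called active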
VEEV TC-83 Vero 10K pilot screen = recorded beside VEEV TC-83 Vero, whose call it bears; inhibition, %; measured here: 10K pilot screen inhibition
* hit, by the source's call; i = inactive; ? = inconclusive; / = no result given.

SMILES	tuberculosis growth	H1N1 NS1A inhibition	PhoP GFP inhibition	VEEV TC-83 Vero	M. tuberculosis HTS	others
N#Cc1ccc(N2CCc3ccccc3C2)c([N+](=O)[O-])c1	-6%	-1%	10%	i	11%
Cc1ccc(Cc2ccccc2C(=O)O)cc1	/	-15%	/	0.1%	/
CCCN1CCC(N2CCN(c3cccc(C(F)(F)F)c3)CC2)CC1	61%	-2%	2%	4.9%	-3%
CC(NC(=O)c1ccccc1NS(C)(=O)=O)c1ccccc1 (configuration not stated)	1%	2%	-1%	0.2%	0%
O=C(O)c1ccccc1CC(CCc1ccccc1)C(=O)O (configuration not stated)	/	-47%	/	1.4%	/
CCOCCCNC(=O)Cn1cnc2c(cnn2-c2ccc(F)cc2)c1=O	-2%	-1%	-6%	0.8%	0%
CCCNC(=O)CN1CCN(S(=O)(=O)c2ccc(Br)s2)CC1	-5%	-9%	/	0.1%	4%
CS(=O)(=O)Nc1ccc2[nH]c(=O)[nH]c2c1	-2%	-2%	-9%	2.5%	-7%
Cc1ccc(CNC(=O)c2c(-c3ccccc3)noc2C)cc1	-7%	-5%	4%	i	-4%
Cn1nc(C(=O)OCC(=O)Nc2cc(Cl)ccc2C#N)c2ccccc2c1=O	-7%	-20%	/	3.3%	-11%
COc1cccc(-c2cc(CC3(O)CCN(CCCc4ccccc4)CC3)on2)c1	28%	-4%	5%	i	?
CC1=C(C(=O)OC(C)C)C(c2ccc(C)o2)C(C(=O)OC(C)C)=C(C)N1	15%	-12%	6%	3.0%	-7%
COc1ccccc1C(=O)N/C(=C\c1cn(S(=O)(=O)N(C)C)c2ccccc12)C(=O)NCCCN1CCOCC1	10%	3%	5%	5.2%	-4%
OC(CSc1ccccc1)CN1CCN(c2ccccc2)CC1 (configuration not stated)	/	5%	/	0.9%	/
O=C(CCN1C(=O)/C(=C/c2ccc(Cl)cc2)SC1=S)NCCCn1ccnc1	-9%	0%	3%	10%	-11%
CCC1=NN(C(=O)Cc2ccc([N+](=O)[O-])cc2)C(O)(c2ccncc2)C1 (configuration not stated)	-33%	8%	-10%	0.6%	3%
Cc1ccc(C2C3C(=O)N(c4ccccc4)C(=O)C3N3CCCN23)cc1 (configuration not stated)	-13%	-22%	-20%	0.1%	-2%
Cc1ccc(-n2cccn2)cc1	-20%	-4%	3%	2.0%	1%
Cc1c(Cl)cccc1NC(=O)c1cccc(NC(=O)CCC(=O)O)c1	2%	-8%	-12%	0.7%	5%
COC(=O)[C@H](CC(C)C)NC(=O)Nc1ccccc1F	-9%	10%	-8%	0.8%	4%
C/C=C/C=C\C(=O)Nc1cccc(C2=NOC3(C2)C[C@H](C(N)=O)N(C(=O)CC#N)C3)c1 (some centres not stated)	-8%	-10%	-20%	1.3%	4%
Cc1ccc(NC(=O)CSc2nc(=O)n3cc(C)ccc3n2)c(C)c1	-1%	-3%	6%	6.1%	-9%
CC1Cc2ccccc2N1C(=O)Cn1cc([N+](=O)[O-])ccc1=O (configuration not stated)	14%	3%	/	i	3%
COc1ccccc1/C=c1\sc2nc(-c3ccccc3OC)nn2c1=O	9%	3%	6%	2.0%	3%
O=C(NN=Cc1ccccc1O)C(O)(c1ccccc1)c1ccccc1	/	-21%	/	11%	/
COc1ccc(C(=O)Nn2cc3c(c2-c2ccccc2)c(=O)n(C)c(=O)n3C)cc1	0%	-6%	3%	0.3%	-2%
Cc1ccc(Cl)cc1N1CCN(C(=O)Cn2ncn3cccc3c2=O)CC1	11%	16%	7%	9.0%	-2%
Cc1cc(NC(=O)c2ccc([N+](=O)[O-])cc2Cl)no1	-4%	4%	4%	i	7%
Cc1cc(OCC(=O)NCC2CCC(C(=O)O)CC2)c2c3c(c(=O)oc2c1)CCC3 (configuration not stated)	-3%	9%	-5%	0.4%	-5%
Cc1ccc(C(CC(=O)N2CCCC2)c2ccccc2)c(O)c1 (configuration not stated)	6%	-2%	7%	0.1%	4%
Cc1cccc(/C(N)=N/OC(=O)CCc2ccccc2)c1	15%	-11%	-4%	0.8%	-10%
CCCC[C@@H]1CNC(=S)N1CCc1cccc(F)c1	14%	-5%	12%	i	3%
O=C1N[C@H](Cc2ccccc2)COC(=O)[C@H](Cc2ccc(F)cc2)C/C=C\C[C@H]1CC(=O)N(CCO)Cc1ccccc1	54%	-1%	/	12%	-1%
Cc1cccn2cc(-c3cccc(NC(=O)c4cccs4)c3)nc12	23%	10%	11%	0.8%	?
CS(=O)(=O)N1CCN(C(=S)NCc2ccc(Cl)cc2)CC1	-7%	/	6%	0.5%	1%
CCC(=O)N(CC(=O)Nc1sc(C)c(C)c1C(N)=O)C1CCCC1	66%	-16%	0%	0.9%	1%
Cc1cccc(OCCCC(=O)Nc2ccc(N3CCCCC3)cc2)c1	15%	8%	-6%	i	-7%
Cc1ccc(NC(=O)COC(=O)CCNS(=O)(=O)c2ccc(C)c(C)c2)cc1	65%	-4%	-5%	1.7%	5%
CCCN1CNc2c(c(=O)[nH]c(=S)n2-c2ccccc2Cl)C1	16%	-3%	-1%	i	4%
CCC(C)(C)NC(=O)C(c1ccc(F)cc1)N(Cc1ccccc1)C(=O)c1cnccn1 (configuration not stated)	13%	/	5%	2.5%	-1%
N#CCSc1nnc(-c2ccccc2O)n1Cc1ccccc1	10%	4%	7%	i	10%
O=C(NNC(=S)Nc1ccc(Cl)cc1Cl)c1ccc(N2CCOCC2)c([N+](=O)[O-])c1	25%	2%	-3%	2.8%	-2%
CN(CC(=O)Nc1ccccc1Br)C(=O)c1cc([N+](=O)[O-])ccc1N1CCOCC1	17%	-2%	3%	i	-1%
O=C(O)CCCCn1c(SCc2cc(=O)n3cc(Cl)ccc3n2)nc2ccsc2c1=O	-6%	-6%	2%	2.3%	2%
CC(C)CC1NC(=O)N(Cc2cc(=O)n3ccsc3n2)C1=O (configuration not stated)	-1%	-15%	1%	1.0%	-1%
CN(C)c1ccnc(Oc2ccc(C(C)(C)C)cc2)c1C#N	17%	-3%	3%	3.0%	8%
Cc1ccc(SCc2c(C(=O)N/N=C/c3cccnc3)nnn2-c2nonc2N)cc1	19%	-3%	7%	4.7%	0%
CCOc1cc(N2CCOCC2)c(OCC)cc1NC(=O)c1ccc(S(=O)(=O)N2CC(C)OC(C)C2)cc1 (configuration not stated)	/	6%	/	1.2%	/

Overlap with the part before: 7 entries; new compounds follow.
SMILES	tuberculosis growth	H1N1 NS1A inhibition	PhoP GFP inhibition	VEEV TC-83 Vero	M. tuberculosis HTS	others
O=C(NNC(=S)Nc1ccc(Cl)cc1Cl)c1ccc(N2CCOCC2)c([N+](=O)[O-])c1	25%	2%	-3%	2.8%	-2%
CN(CC(=O)Nc1ccccc1Br)C(=O)c1cc([N+](=O)[O-])ccc1N1CCOCC1	17%	-2%	3%	i	-1%
O=C(O)CCCCn1c(SCc2cc(=O)n3cc(Cl)ccc3n2)nc2ccsc2c1=O	-6%	-6%	2%	2.3%	2%
CC(C)CC1NC(=O)N(Cc2cc(=O)n3ccsc3n2)C1=O (configuration not stated)	-1%	-15%	1%	1.0%	-1%
CN(C)c1ccnc(Oc2ccc(C(C)(C)C)cc2)c1C#N	17%	-3%	3%	3.0%	8%
Cc1ccc(SCc2c(C(=O)N/N=C/c3cccnc3)nnn2-c2nonc2N)cc1	19%	-3%	7%	4.7%	0%
CCOc1cc(N2CCOCC2)c(OCC)cc1NC(=O)c1ccc(S(=O)(=O)N2CC(C)OC(C)C2)cc1 (configuration not stated)	/	6%	/	1.2%	/
CC12CCCCC1C(C(N)=O)C(=O)O2 (configuration not stated)	/	2%	/	1.7%	/
Nc1cc(Cl)ccc1C(=O)OCC(=O)NC1CCS(=O)(=O)C1 (configuration not stated)	-13%	1%	-9%	2.5%	0%	VEEV TC-83 Vero 10K pilot screen=2.5
CC(C)NC(=O)C1CCN(C2CCN(C(=O)Cc3ccc4c(c3)OCO4)CC2)CC1	4%	-3%	-3%	3.2%	-6%
CCOc1ccc(S(=O)(=O)Nc2cccc(C(=O)N(C)CC(=O)Nc3cccc(OC)c3)c2)cc1	9%	5%	-9%	1.1%	1%
Cc1ccccc1C(=O)Nc1cccc(-c2ccc(N3CCOCC3)nn2)c1	-16%	-3%	2%	4.3%	-4%
O=C(CN1CCCCC1)c1ccc2c(c1)OCO2	-20%	-22%	18%	i	-12%
O=C(NC1CCCCCC1)C(=O)NC1CC1	44%	-1%	-4%	0.4%	0%
COc1cc(CCCN2C(=S)NC[C@@H]2CCCCN)cc(OC)c1OC	-7%	16%	4%	0.1%	-5%	VEEV TC-83 Vero 10K pilot screen=0.6
Cc1ccc(/C=C/C(=O)Nc2nn[nH]n2)o1	6%	-2%	-9%	1.9%	2%
COCCNC(=O)/C(C#N)=C/C=C/c1ccccc1[N+](=O)[O-]	34%	4%	-15%	55%	-2%
CCC(C)CCCCNC1=NCCS1 (configuration not stated)	47%	4%	9%	3.4%	0%
O=C(Nc1cc(=O)[nH]c2nc(-c3ccc(Cl)cc3)nn12)c1ccccc1	58%	/	1%	/	?
CCOC(=O)c1ccc[n+](CC(=O)Nc2ccccc2OC(F)F)c1	1%	-3%	6%	0.5%	3%
CCOc1ccc(NCC2CCOC(C)(C)C2)cc1 (configuration not stated)	-9%	13%	4%	1.0%	-7%
Cc1ccccc1NC(=O)Cn1nc(-c2ccc(Cl)s2)ccc1=O	-24%	6%	-12%	i	2%
COc1cccc(C(C)NC(=S)NCc2ccc(Cl)cc2)c1 (configuration not stated)	24%	-1%	15%	1.6%	6%
C1CN(c2nc3nonc3nc2N2C[C@H]3CC[C@H]2C3)CCS1	-10%	-5%	-2%	0.3%	-11%
COc1ccc(CNC(=O)C2=CC(c3ccc(OC)c(OC)c3)=NS(=O)(=O)N2C)cc1	-21%	-3%	-8%	4.7%	-3%
C/C(=N\Nc1nc(C)cc(C)n1)c1ccc(C)o1	43%	/	0%	2.1%	0%
CCC(CC)C(=O)OCC(=O)C1(O)CCC2C3CCC4=CC(=O)CCC4(C)C3C(O)CC21C (configuration not stated)	/	-17%	/	5.0%	/
O=C(O)c1cccc(Cn2cccn2)c1	-2%	-1%	-9%	0.9%	-1%
Cc1ccc(CSCCNC(=O)c2ccc(N(C)S(=O)(=O)c3ccccc3)cc2)cc1	20%	2%	-5%	1.7%	-4%
Cc1ccc(-n2nc3c(N4CCC(C(=O)N5CCC(C(N)=O)CC5)CC4)nnc(C)c3c2C)cc1	-2%	-6%	-5%	0.5%	-6%

Screening results (PubChem BioAssay)
